Furin inhibitor: blocks human furin protease activity; P09958; inhibition, % at 30 µM; AID 463115; 220,000 tested, 0.061% active; purified furin, fluorogenic substrate cleavage; in the data active = inhibition above about 25%; note: inactives centre near -15
Target sequence (P09958 108-714 limits assumed): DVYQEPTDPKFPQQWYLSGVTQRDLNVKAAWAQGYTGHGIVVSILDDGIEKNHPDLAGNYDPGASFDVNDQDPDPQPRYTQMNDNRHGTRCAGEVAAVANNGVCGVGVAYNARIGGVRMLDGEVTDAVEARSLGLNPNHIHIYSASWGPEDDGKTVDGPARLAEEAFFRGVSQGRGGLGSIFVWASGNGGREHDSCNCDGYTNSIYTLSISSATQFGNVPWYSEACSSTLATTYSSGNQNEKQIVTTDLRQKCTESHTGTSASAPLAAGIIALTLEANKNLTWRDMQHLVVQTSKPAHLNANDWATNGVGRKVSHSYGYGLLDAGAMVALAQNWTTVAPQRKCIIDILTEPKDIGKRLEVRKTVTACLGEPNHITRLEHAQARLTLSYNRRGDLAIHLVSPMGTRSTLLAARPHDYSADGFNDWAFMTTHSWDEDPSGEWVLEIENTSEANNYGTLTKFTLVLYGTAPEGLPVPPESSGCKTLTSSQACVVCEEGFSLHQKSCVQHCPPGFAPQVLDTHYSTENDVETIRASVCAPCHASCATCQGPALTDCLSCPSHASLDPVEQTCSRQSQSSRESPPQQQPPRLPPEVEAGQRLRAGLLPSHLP
TRPML3 agonist: agonists of human TRPML3 channel; Q8TDD5; HEK293 TRPML3-YFP, Fluo-8 calcium fluorescence; 100% = the carbachol control signal; activation, % at 3 µM; 220,000 tested, 0.29% active;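 active = activation above its plate's cutoff, the mean activation of the plate's test wells plus 3 SD, cut at about 12% in these data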;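 note: 0% = DMSO only wells and 100% = carbachol wells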
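Material: TRPML3-YFP stable HEK293 cells | Dosing: One concentration, 3 µM nominal, 0.3% DMSO | Timing: 125 s total fluorescence read per well | Technique: Fluo-8 calcium dye fluorescence, ex 470-495, em 515-575 nm | Measure: Percent activation from peak-to-basal fluorescence ratio, scaled between DMSO and carbachol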
PPC-1+TRAIL kill: compounds killing PPC-1 cancer cells with TRAIL present (potentiator screen, no TRAIL-free arm) | PPC-1 cells + TRAIL, ATPLite viability luminescence | cell killing (% activity), % at 4 µM | 220,000 tested, 0.41% active;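 active = cell killing above 50% in the first pass at 4 µM, then a duplicate retest at 5 µM averaging 50% or more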;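 note: plate controls were cells with TRAIL plus DMSO for no effect and medium-only wells lacking cells for full effect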
EBV gp42 inh: blocks Epstein-Barr virus glycoprotein 42 binding. inhibition, % (tested at 21.74 µM). 220,000 tested, 0.42% active. AID 1085. Fluorescence polarization binding assay, mP read-out; in the data active = inhibition above about 50%
Target sequence (Q1HVG2 whole entry, looked up): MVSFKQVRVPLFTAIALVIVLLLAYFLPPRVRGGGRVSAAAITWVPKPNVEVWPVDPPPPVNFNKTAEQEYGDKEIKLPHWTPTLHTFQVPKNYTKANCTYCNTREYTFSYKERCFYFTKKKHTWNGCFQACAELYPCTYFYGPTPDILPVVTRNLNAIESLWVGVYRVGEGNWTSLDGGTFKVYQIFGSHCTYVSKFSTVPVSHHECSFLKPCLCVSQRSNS
zfTRPN1 agonist: zebrafish TRPN1 (NompC) channel agonism | HEK293 zebrafish TRPN1-YFP, Fluo-8 calcium fluorescence; 100% = response to 87 µM carbachol | AID 1424 | 220,000 tested, 0.18% active | activation, % at 3 µM;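 active = activation above its plate's cutoff, the mean activation of test wells on that plate plus 3 SD, cut at about 19% in these data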;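 note: 0% = DMSO alone and 100% = 87 µM carbachol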
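Control set: carbachol 87 µM as high control, DMSO as low control; system: HEK293 stable line with zebrafish TRPN1-YFP; read-out: % activation versus carbachol response; detection: intracellular calcium fluorescence with Fluo-8; doses: single test compound dose, 3 µM nominal, 0.3% DMSO; schedule: dye 1 h 37 °C plus 30 min RT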
TbHK1 inh: blocks Trypanosoma brucei hexokinase 1 activity. inhibition, % at 10 µM. recombinant TbHK1, G6PDH-coupled NADH A340. 220,000 tested, 0.11% active;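 active = inhibition of 50% or more in the single-dose primary screen; inactive = inhibition below 50%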
Thrombin inh: inhibitors of human thrombin | P00734 | alpha-thrombin, Boc-VPR-AMC fluorogenic substrate cleavage | inhibition, % at 5 µM | 220,000 tested, 0.26% active | AID 1046;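 active = inhibition at or above 40%; inactive = inhibition below 40%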;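 note: 0% = enzyme with no compound and 100% = wells without enzyme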
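Test system: human alpha-thrombin; medium: pH 7.5 Tris-saline with Tween 20; times: reaction at room temperature; signal: AMC fluorescence at 355 nm excitation and 460 nm emission; also added: Boc-VPR-AMC substrate, 15 µM final; dosing: one concentration per compound, 5 µM, with 0.2% DMSO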
Calpain2 inh: blocks pig calpain II enzyme activity | purified calpain II, fluorogenic peptide substrate, 30 min | 220,000 tested, 0.37% active | AID 1236 | inhibition, % at 16 µM;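 active = inhibition above about 50%, limit read from the data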
Cl transport mod: modulates chloride dependent transport by human KCC2; KCC2 cells, thallium flux FluoZin-2 fluorescence; B-score of Tl+ flux slope (higher = more flux/activation; lower = inhibition) at 10 µM; 190,000 tested, 2.2% active;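 active = thallium flux slope and its plate-corrected score both differing from the plate sample mean at a set confidence after two filtering rounds, in either direction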;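 note: slope of fluorescence scaled to starting intensity during 10 to 20 s after thallium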
The depositor's hits bear a star; . = no result given; [ ] = another dose, or the depositor's remark.

SMILES | Furin inhibitor | TRPML3 agonist | PPC-1+TRAIL kill | EBV gp42 inh | zfTRPN1 agonist | TbHK1 inh | Thrombin inh | Calpain2 inh | Cl transport mod
O=C(c1cc(Cl)ccc1[N+](=O)[O-])n1cnc2ccccc21 | -7 | 0.5 | 3 | -13 | -0.6 | 27 | 0 | -15 | -0.064
CCN(CC)CCP(=O)(c1ccccc1)c1ccccc1 | -7[20 µM] | -0.4 | 23 | -12 | -0.5 | 11 | -2 | 8 | 0.52
O=C(CCSc1ccccc1)Nc1ncccn1 | -12[20 µM] | 0.7 | -14 | -13 | 0.4 | -7 | 5 | 1 | -0.03
O=c1[nH]c(C(F)(F)F)nc2c1nnn2Cc1ccccc1F | -13[20 µM] | 0.7 | 19 | -2 | -0.1 | -6 | 1 | -2 | -0.46
COCCNc1ncnc2c1cnn2-c1ccc(Cl)cc1 | 2 | 1.4 | . | 5 | 3.5 | 4 | 8 | -4 | 1.9
CCOC(=O)c1ccc(NC(C)=O)c([N+](=O)[O-])c1 | -9 | 0.6 | 10 | -10 | 1.1 | -11 | -11 | -14 | 0.57
O=C1CC(c2ccccc2)NC(=O)N1 (centres undefined) | -28 | 1.6 | 24 | 2 | 0.3 | 2 | -13 | 11 | 1.5
COc1ccc(OC)c(-n2nnnc2SCC(=O)Nc2nc(C)c(C)s2)c1 | -17 | -0.8 | 18 | 4 | 1.1 | -6 | 1 | 20 | .
CCN(CC)c1ccc(/C=N/N=C(N)N)c(O)c1 | -19 | 0.7 | 12 | -23 | 1.4 | -37 | 0 | -45 | 0.2
O=[N+]([O-])c1cc(C(F)(F)F)ccc1Sc1ccccn1 | -2 | 0.6 | 4 | -2 | 0.1 | -8 | -9 | 10 | -0.097
O=C1Nc2ccccc2C12OCCCO2 | -15 | -0.2 | 13 | 3 | 0.6 | -1 | -5 | 15 | -0.22
Cc1cccc(/C(N)=N/OC(=O)c2ccc3c(c2)OCO3)c1 | -6 | 0.0 | 24 | -2 | 2.4 | 38 | 2 | 15 | 0.028
O=C(CSc1nnc(SCc2ccccc2)s1)NNC(=S)Nc1ccccc1 | -25 | 0.2 | 7 | -14 | 0.1 | 16 | -3 | -3 | -2.4
O=C(CN(Cc1ccccc1)C(=O)c1csnn1)NCc1ccccc1 | -11 | -0.5 | -9 | -3 | -0.2 | 1 | -4 | -15 | -2.1
Fc1ccc([C@@H]2CCNC[C@H]2COc2ccc3c(c2)OCO3)cc1 | . | 0.5 | 13 | -13 | 0.1 | . | . | 16 | -0.37
Nc1ccc(-n2nnnc2-c2ccco2)cc1 | -8 | -0.1 | 2 | -1 | 0.9 | 2 | -12 | -15 | 1.2
COc1ccc(C2c3c(ncn(CCCO)c3=N)Oc3ccc4ccccc4c32)cc1OC (centres undefined) | -17 | 1.5 | 7 | -1 | 4.3 | -4 | -5 | -28 | -0.46
CCOC(=O)c1[nH]c2ccc(OC)cc2c1NC(=S)N1CCN(C(=O)OCC)CC1 | -13 | 1.3 | 23 | -11 | -0.6 | -13 | -6 | -28 | 0.42
O=C(CN1CCN(c2nc(-c3ccc(Cl)cc3)cs2)CC1)NCc1ccco1 | -12[20 µM] | -1.0 | 4 | -9 | -0.8 | -3 | 6 | -67 | -0.028
O=C(C1=C[C@@H](C2CCCCC2)C[C@@H](OCc2ccc(CO)cc2)O1)N1CCN(Cc2ccccc2)CC1 | -27 | 0.2 | -8 | -4 | 0.7 | -12 | 2 | 44 | -0.63
CCC(=O)Oc1cccc(C(=O)Nc2ccc(-c3nnc(-c4ccco4)o3)cc2)c1 | -15[20 µM] | -0.4 | 13 | -5 | 0.6 | -1 | 1 | -9 | -0.0087
COCCNC(=O)CN1C(=O)COc2ccc(Cl)cc21 | -16 | 0.2 | 13 | -15 | 1.3 | 4 | 18 | 21 | 0.55
CCOC(=O)C1CCCN(Cc2ccc3c(c2)OCO3)C1 (centres undefined) | -24[20 µM] | 1.2 | 15 | -16 | -0.8 | 15 | 5 | -6 | -0.23
CN(CC(=O)O)Cc1nc2ccccc2[nH]1 | -7[20 µM] | 0.5 | -19 | 8 | -0.7 | 0 | -5 | 13 | -0.19
CCOC(=O)C1=C(C)NC(=O)NC1/C=C/c1ccccc1 (centres undefined) | -22 | 0.0 | 4 | -4 | -1.3 | 6 | -4 | -26 | -0.011
SMILES | Furin inhibitor | TRPML3 agonist | PPC-1+TRAIL kill | EBV gp42 inh | zfTRPN1 agonist | TbHK1 inh | Thrombin inh | Calpain2 inh | Cl transport mod
CCCSc1nnc2nc(C)cc(C)n12 | -4 | 0.7 | 8 | -7 | -0.2 | -8 | -5 | 4 | -0.017
CC1CCN(CCNC(=S)Nc2ccc(Cl)cc2)CC1 | -29 | 1.8 | 9 | -8 | -0.1 | 5 | 2 | -9 | 1.5
COC(=O)Cn1c(C)nc(=O)c(-c2ccccc2)c1C | -17 | 0.5 | -1 | -1 | 2.7 | 2 | -3 | 0 | 0.74
O=c1c2ccccc2c(C=Nc2ccc(S(=O)(=O)Nc3ncccn3)cc2)c(O)n1-c1cccc(Cl)c1 | -22 | 0.4 | 19 | -2 | 0.2 | 0 | -6 | -61 | 0.48
CC(=O)Nc1sc2c(c1CN1CCCC1)CCCC2 | -31 | 0.5 | 15 | -14 | 0.0 | -3 | 1 | -20 | 0.089
O=c1cc(CSc2nnc3ccccn23)c2c(ccc3ccccc32)o1 | -25 | 1.2 | 8 | -3 | 2.1 | -6 | -3 | -51 | -1
COc1ccc(N2CCN(C(CNS(=O)(=O)c3cccs3)c3cccnc3)CC2)cc1 (centres undefined) | 0[20 µM] | -0.1 | 2 | 7 | -2.1 | -8 | -3 | 1 | .
Cc1c(C(=O)NCCSCc2c(F)cccc2Cl)cnn1-c1ccc(F)cc1 | -5 | 0.1 | 11 | 8 | 0.6 | -2 | -4 | 25 | -2.5
CN1C(=O)C2(Oc3ccccc3C3CC(c4ccccc4)=NN32)c2ccccc21 (centres undefined) | -13[20 µM] | -0.2 | 16 | -20 | -0.7 | -2 | -4 | 24 | -0.69
CS(=O)(=O)N1CCN(C(=O)c2cc(-c3cccnc3)nc3ccc(Br)cc23)CC1 | -10 | 1.4 | -3 | -2 | 1.2 | -21 | -2 | -15 | 0.34
COc1ccc(/C=N/NC(=O)c2cccnc2)cc1CN1CCc2ccccc2C1 | -12 | 0.4 | 2 | -9 | 0.3 | -19 | -4 | -23 | 0.86
CCOC(=O)c1cc(CC)sc1NC(=O)Cc1ccccc1 | -20[20 µM] | -0.4 | 16 | -7 | -0.6 | 1 | -3 | 8 | .
CC(=O)c1cccc(NC(=O)CSc2nnc(-c3cccnc3)o2)c1 | -14[20 µM] | 1.1 | 29 | -21 | -0.8 | -11 | 2 | -14 | -0.58
Cc1ccc(-c2nnc(SCc3ccc(C#N)cc3)n2Cc2ccco2)cc1 | -13[20 µM] | -0.4 | 9 | 4 | -1.5 | 10 | -4 | 3 | -1.1
CN(c1ccc(OCC(=O)N2CCOCC2)cc1)S(=O)(=O)c1ccc(Cl)cc1 | -9 | 1.0 | -3 | -7 | -0.1 | 0 | -5 | -12 | -0.94
N#CCc1c(C#N)c(N)nc(N2CCN(c3ccc(F)cc3)CC2)c1C#N | -8[20 µM] | 0.3 | 21 | -15 | -1.4 | -6 | 3 | -34 | -2.8
O=C(c1cc(-c2cccs2)on1)N1CCCc2ccccc21 | -31 | 0.2 | 7 | -5 | -1.5 | -4 | 7 | 9 | -3.6
O=C(CCC(=O)c1cccs1)NCc1ccncc1 | -19 | 0.2 | 4 | -13 | 1.6 | -3 | -3 | -32 | .
O=C(CC(c1ccccc1)c1ccccc1)NCCO | -11 | 0.4 | 7 | -5 | -0.7 | -2 | -5 | -37 | 0.82
CN(Cc1ccccc1)C(=O)C1CCN(S(=O)(=O)c2cc([N+](=O)[O-])ccc2Cl)CC1 | -7 | 0.8 | -4 | -2 | 6.3 | -3 | -1 | 20 | -1.4
CC(C)OC(=O)c1nnn(-c2nonc2N)c1CN1CCCCCC1 | -25 | 0.1 | -8 | -14 | -0.6 | 4 | -12 | 17 | -0.045
CCCSc1nc(=O)n2cc(C)ccc2n1 | -24[20 µM] | 0.8 | 5 | -28 | -0.8 | -30 | -5 | -11 | .
COc1cc2c(cc1OC)C(C)N(C(=O)Cn1ncc3c1-c1cc(C)ccc1OC3)CC2 (centres undefined) | -12 | 0.4 | 22 | -11 | 1.8 | -9 | -4 | -2 | -2.9
COc1ccc(CCNC(=O)COc2ccc(-c3ccc(C#N)cc3)cc2)cc1 | -14 | 0.4 | 16 | -4 | 0.7 | 3 | -13 | 6 | 0.55
Cc1ccc(-n2nc(C)c(=O)c(-c3ccccc3)c2NC(=O)c2cccs2)cc1 | -18 | 0.8 | -4 | -18 | -0.3 | -13 | -3 | 3 | -0.75
SMILES | Furin inhibitor | TRPML3 agonist | PPC-1+TRAIL kill | EBV gp42 inh | zfTRPN1 agonist | TbHK1 inh | Thrombin inh | Calpain2 inh | Cl transport mod
O=C(NC1CCCC1)C(c1cccnc1)N(C(=O)c1csnn1)C1CC1 (centres undefined) | -31 | 1.2 | 5 | -5 | 1.6 | 2 | -5 | -4 | 0.66
CC(=O)N(/N=C/c1cccc(C)c1)c1nc(-c2ccc(Br)cc2)cs1 | -20[20 µM] | -0.7 | 29 | -30 | 1.0 | -16 | -1 | -30 | 0.39
CCCn1nnc(NC(=O)c2cccc(OCC)c2)n1 | -23[20 µM] | 0.2 | 2 | -4 | -0.2 | 2 | -1 | 3 | 0.25
NC(=O)C1CCN(C(=S)NC2CC3C=CC2C3)CC1 (centres undefined) | -27 | 1.9 | 6 | -4 | 1.2 | 17 | 2 | -1 | -0.68
C=CCn1c(CCCOc2ccc(Cl)cc2Cl)nnc1SCC(=O)Nc1nccs1 | -22[20 µM] | 0.7 | 5 | -2 | -0.9 | -11 | 1 | -10 | 0.72
COc1cc(C=C2C(=O)OC(c3ccccc3)OC2=O)cc(Br)c1O (centres undefined) | -15 | 1.4 | 10 | -60 | 0.7 | -8 | -3 | 36 | 0.31
CCCN1CCN(C(=S)Nc2ccc(SC(F)F)cc2)CC1 | -24 | 1.0 | 4 | -14 | 0.6 | -2 | -6 | -3 | -0.21
CSCCC(NC(N)=O)C(=O)N(C)CC(=O)Nc1ccc(C)cc1 (centres undefined) | -18 | 1.2 | 15 | 5 | 1.1 | 0 | 1 | -44 | -0.44
CCN(CC(=O)NCc1ccc(F)cc1)C(=O)COc1ccc(C)c(C)c1 | -3 | -0.1 | 9 | -7 | -0.7 | 7 | -5 | 19 | -1.3
COc1ccc(N2CCN(c3n[nH]c(N)n3)CC2)cc1 | -19 | 0.5 | 0 | -4 | -0.5 | 3 | 5 | -3 | 0.079

Exported as tab-separated lines: three of the compounds above
structure	Furin inhibitor	TRPML3 agonist	PPC-1+TRAIL kill	EBV gp42 inh	zfTRPN1 agonist	TbHK1 inh	Thrombin inh	Calpain2 inh	Cl transport mod
C=CCn1c(CCCOc2ccc(Cl)cc2Cl)nnc1SCC(=O)Nc1nccs1	-22[20 µM]	0.7	5	-2	-0.9	-11	1	-10	0.72
COc1cc(C=C2C(=O)OC(c3ccccc3)OC2=O)cc(Br)c1O (centres undefined)	-15	1.4	10	-60	0.7	-8	-3	36	0.31
CCCN1CCN(C(=S)Nc2ccc(SC(F)F)cc2)CC1	-24	1.0	4	-14	0.6	-2	-6	-3	-0.21

Screens: PubChem BioAssay, several laboratories
